Rhodamine fluor: rhodamine region autofluorescence; Rhodamine-region fluorescence, 547/598 nm, Tris buffer; stronger effect = higher value; max dye-equivalent concentration, M; actives 0.05% (n = 59,000); AID 594; in the data active means max dye-equivalent concentration above about 11 nM; inconclusive means between about 1.1 nM and that limit
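Intrinsic compound fluorescence, ex 547 / em 598 nm, CCD imager. Tris 100 mM pH 8.0; 15 min RT. Output = rhodamine dye-equivalent concentration at each compound concentration.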
HADH2 inhib: blocks human hydroxyacyl-CoA dehydrogenase type II | Q99714 | recombinant HADH2, NADH fluorescence, beta-hydroxybutyryl-CoA | Potency, µM (titrated, usually from 57.1 µM), for inactives: at the top dose activity change, negative = inhibition, hits mostly inhibitors | actives 3.4% (n = 73,000) | AID 886; further: potency means the concentration at half of the fitted maximal effect; on the % scale 0 is the no-effect control and ±100 the full control effect; nearly all actives have a fitted effect of over 60% in size; many of its hits are not listed in these tables
Target sequence (Q99714 whole entry, looked up, one chain of several): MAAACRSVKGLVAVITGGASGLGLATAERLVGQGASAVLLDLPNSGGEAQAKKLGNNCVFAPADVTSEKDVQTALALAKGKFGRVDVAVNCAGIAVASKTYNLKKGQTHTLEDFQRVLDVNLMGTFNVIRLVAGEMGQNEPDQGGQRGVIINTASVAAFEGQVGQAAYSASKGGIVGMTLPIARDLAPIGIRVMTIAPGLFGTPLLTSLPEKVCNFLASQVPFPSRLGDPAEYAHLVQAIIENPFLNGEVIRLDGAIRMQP
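E. coli-expressed His-tagged HADH2 tested at 20 nM in alkaline Tris buffer (pH 9.0); oxidation of 90 uM beta-hydroxybutyryl-CoA with 1 mM NAD+ tracked fluorimetrically for 4 min.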
DNA Pol III inh: DNA polymerase III holoenzyme inhibition; reconstituted DNA polymerase III holoenzyme replication, biochemical; Potency, µM (series often up to 57.1 µM), for inactives: top-dose activity change, negative = inhibition; actives 0.25% (n = 71,000); AID 603; further: potency means the concentration at half of the fitted maximal effect; on the % scale 0 is the no-effect control and ±100 the full control effect
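Reconstituted *E. coli* holoenzyme (0.35 nM Pol III, 1 nM beta, 154 nM SSB, 2 nM primase) was preincubated with compound for 15 min at RT. Synthesis on 1.4 nM ssM13Gori ran 35 min, then was stopped with PicoGreen/EDTA and read as dsDNA fluorescence.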
HBB splice mod: modulators of hemoglobin beta chain splicing. Potency, µM (doses to about 46.1 µM), without a hit: at the top dose activation, actives largely listed as activators. actives 0.06% (n = 65,000). AID 925. HBB splicing reporter cell assay, activation; EGFP reporter with mutant IVS2-654 intron; response scale: normalised to 500 nM splice-correcting PNA; further: potency means the concentration at half of the fitted maximal effect; 0% is about no effect
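HeLa cells stably expressing EGFP interrupted by mutant beta-globin intron 2 (IVS2-654), 500/well in 2% FCS. Treated with compound for 2 days at 37C. Splicing correction scored as total well GFP intensity (488 nm excitation, 500-520 nm emission); 500 nM antisense PNA served as control.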
Ub-GFP proteasome: inhibits proteasome, raising ubiquitin-GFP reporter fluorescence. Ubiquitin-GFP reporter cells, proteasome inhibition, GFP fluorescence; response scale: untreated = 0%, 10 µM MG-132 = 100%. 67,000 tested, under 10 active. Potency, µM (top dose mostly 45.9 µM), inactives show top-dose activation (GFP accumulation), usual class: activators; active means well fitted activation curve with a large enough effect, not every such curve was filed as active; inconclusive means small, poorly fitted or top-dose-only effect, or another doubt; inactive means no such curve, though single readings can be large or run the other way; further: potency means the concentration at half of the fitted maximal effect
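Proteasome blockade was scored as a rise in GFP-expressing U2OS cells carrying a ubiquitin(G76V)-GFP construct, imaged after 4 hr compound treatment at 37 °C across a 46 uM–2.9 nM series.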
Epigenetic mod: derepresses silenced GFP locus in mouse C127i cells | mouse C127i GFP locus derepression, cytometry, 30 h | Potency, µM (series often up to 46.1 µM), inactives show at the highest dose GFP derepression (activation) | actives 0.09% (n = 68,000); further: % of control where 0% means no effect
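Derepression screen: silenced CMV-GFP reporter in murine C127i cells, 30 h compound incubation at 37 C, washed cells imaged by laser-scanning cytometer to enumerate GFP-expressing objects of 20 to 120 um.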
Fluorescein autfl: compound autofluorescence in fluorescein spectral region | Compound autofluorescence, 480/540 nm, fluorescein-equivalent; stronger effect = higher value | max fluorescein-equivalent concentration, M | actives 0.91% (n = 59,000) | AID 593; in the data active means max fluorescein-equivalent concentration above about 10 nM; inconclusive means between about 1.1 nM and that limit
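Spectral profiling of library compounds in the fluorescein window (480 nm excitation, 540 nm emission) after 15 min at room temperature in pH 8.0 Tris (100 mM). Values are dye-equivalent concentrations.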
Texas Red fluor: compound fluoresces in the Texas Red spectral region; Compound fluorescence, Texas Red channel, 547/618 nm; stronger effect = higher value; actives 0.06% (n = 59,000); max dye-equivalent concentration, M; AID 587; in the data active means max dye-equivalent concentration above about 10 nM; inconclusive means between about 1.1 nM and that limit
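qHTS profiling of intrinsic compound fluorescence; 100 mM Tris pH 8.0; 15 min RT; ex 547 / em 618 nm; response expressed as Texas Red dye-equivalent concentration from six-point plate standard.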
Hsp90 Hop PPI: changes Hsp90-Hop TPR2A binding signal, up or down; AlphaScreen TPR2A-His6 binding biotin-Hsp90 C-terminal peptide; actives 0.44% (n = 71,000); Potency, µM (doses to about 57 µM), for the others: at the highest dose activity change, negative = inhibition; AID 595; active means well fitted curve in either direction with a large enough effect; inconclusive means small, poorly fitted or top-dose-only effect, or another doubt; further: potency means the concentration at half of the fitted maximal effect; on the % scale 0 is the no-effect control and ±100 the full control effect; many of its hits are not listed in these tables
ALOX15 inhib: 15-hLO (ALOX15) enzyme inhibition. purified 15hLO-1, xylenol orange hydroperoxide absorbance. actives 1.4% (n = 74,000). P16050. Potency, µM (doses to about 57.1 µM), inactives show top-dose activity change, negative = inhibition, usual class: inhibitors; further: potency means the concentration at half of the fitted maximal effect; on the % scale 0 is the no-effect control and ±100 the full control effect; nearly all actives have a fitted effect of over 55% in size
Target sequence (P16050 whole entry, looked up): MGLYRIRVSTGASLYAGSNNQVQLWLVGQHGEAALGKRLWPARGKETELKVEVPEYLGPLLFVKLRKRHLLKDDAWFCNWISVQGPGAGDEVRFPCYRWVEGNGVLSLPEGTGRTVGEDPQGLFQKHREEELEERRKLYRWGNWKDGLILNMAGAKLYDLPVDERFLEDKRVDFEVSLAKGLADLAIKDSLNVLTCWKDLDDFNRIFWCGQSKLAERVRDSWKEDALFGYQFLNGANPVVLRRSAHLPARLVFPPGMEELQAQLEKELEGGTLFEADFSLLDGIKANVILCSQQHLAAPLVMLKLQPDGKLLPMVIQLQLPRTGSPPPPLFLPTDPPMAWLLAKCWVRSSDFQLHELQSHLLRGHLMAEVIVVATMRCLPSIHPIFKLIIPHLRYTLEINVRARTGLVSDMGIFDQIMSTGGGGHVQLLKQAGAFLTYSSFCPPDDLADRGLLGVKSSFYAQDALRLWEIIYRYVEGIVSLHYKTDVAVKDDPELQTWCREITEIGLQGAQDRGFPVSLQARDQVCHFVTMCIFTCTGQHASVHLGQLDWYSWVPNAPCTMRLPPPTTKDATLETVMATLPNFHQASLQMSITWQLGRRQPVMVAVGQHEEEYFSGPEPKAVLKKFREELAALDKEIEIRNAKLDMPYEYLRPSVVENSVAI
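Hydroperoxide formed from arachidonic acid (50 uM) by purified human 15hLO-1 (40 nM) oxidizes ferrous iron, and the ferric-xylenol orange complex is read at 573 versus 405 nm. Compounds were preincubated 15 min; reaction ran 6 min at room temperature.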
4MU fluor: compounds fluorescent in 4-MU spectral region; compound autofluorescence, 340/450 nm, 4-MU equivalents; stronger effect = higher value; max dye-equivalent concentration, M; actives 11% (n = 59,000); in the data active means max dye-equivalent concentration above about 10 nM; inconclusive means mostly about 1.1 nM to 9.6 nM
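Intrinsic fluorescence at 340/450 nm (ex/em) was read after 15 min at room temperature in pH 8.0, 100 mM Tris. Each compound concentration expressed as 4-MU-equivalent concentration from a six-point 4-MU standard series on each plate.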
An asterisk follows results filed as active; i = inactive; ? = inconclusive; nt = not tested or not shown; [ ] = another dose, or the depositor's remark. Unless noted, the call rests on the fitted dose curve; in most records, active means well fitted curve in the direction sought with a large enough effect; inconclusive means small, poorly fitted or top-dose-only effect, or another doubt; inactive means no such curve, though single readings can be large; an effect the other way counts as inactive or inconclusive. An excerpt; the hit share may differ from the screen's.

Below each compound: Epigenetic mod | DNA Pol III inh | ALOX15 inhib | Rhodamine fluor | Texas Red fluor | Hsp90 Hop PPI | HADH2 inhib | Fluorescein autfl | HBB splice mod | Ub-GFP proteasome | 4MU fluor
CCSc1ccccc1C(=O)Nc1nncs1
  -2% | -4% | -13% | i | ? | 0% | ? | ? | -1.7% | -1% | i
O=C(NCCN1CCCCC1)c1ccc2c(c1)OCCO2
  -2% | -1% | 12% | nt | nt | -5% | 2% | nt | -1.3% | -3% | nt
COc1ccc(NC(=O)Nc2ccc(N(C)C)cc2)cc1
  -2% | 0% | -7% | i | ? | -21% | 12% | ? | 0.4% | 0% | i
Nc1c(C(=O)NCCN2CCOCC2)c2nc3ccccc3nc2n1-c1ccccc1
  0% | -3% | -3% | i | i | -4% | 3% | ? | -2.1% | -3% | i
CCc1ccc2[nH]c(=O)c(CN(CCCN3CCOCC3)C(=O)Nc3ccc(Cl)cc3)cc2c1
  -2% | -2% | -7% | i | i | -2% | -9% | i | nt | -8% | i
COC(=O)c1cc(N2C(=O)C3C(C2=O)C2(C)C=CC3(C)O2)ccc1Cl (stereo unspecified)
  -2% | -10% | -22% | nt | nt | 0% | ? | nt | -0.3% | -12% | nt
COc1ccc(-c2noc(CN3CCN(c4ccccc4F)CC3)n2)cc1OC
  0% | -7% | 0% | i | i | -1% | -5% | ? | -3.1% | 3% | i
O=C(CCc1nc(-c2ccccc2F)no1)NCCN1CCN(Cc2ccccc2)CC1
  6% | -4% | 1% | i | i | -1% | 4% | ? | 1.8% | 10% | i
CSc1nc2ccc(NC(=O)C3CCCO3)cc2s1 (stereo unspecified)
  -1% | -6% | -6% | i | i | -7% | -4% | i | -2.7% | 6% | i
CCOC(=O)N1CCN(C(=O)CSc2nnc(-c3ccccc3OC)o2)CC1
  0% | -2% | 9% | i | i | -13% | 4% | ? | -3.2% | -8% | i

More structures:
Below each compound: Epigenetic mod | DNA Pol III inh | ALOX15 inhib | Rhodamine fluor | Texas Red fluor | Hsp90 Hop PPI | HADH2 inhib | Fluorescein autfl | HBB splice mod | Ub-GFP proteasome | 4MU fluor
O=C(CN1C(=O)COc2ccccc21)N1CCN(c2ccccc2F)CC1
  -3% | -3% | 7% | i | i | -5% | -5% | i | -1.1% | -7% | i
CC(C)Sc1nc(SCC(=O)NCc2ccco2)c2c3c(sc2n1)COC(C)(C)C3
  2% | 2% | 5% | i | i | -5% | 10% | i | -0.9% | -2% | i
COc1ccccc1CN1C(=O)CCC1(C)C(=O)NCc1cccnc1 (stereo unspecified)
  0% | -8% | -5% | i | i | -6% | 11% | i | -1.0% | 4% | 1.2e-08M*
COc1ccccc1NC(=O)N1CCn2c(nc3ccccc32)C1
  -3% | -11% | -3% | i | i | 1% | 3% | ? | 1.5%[0.369 µM] | nt | i
CCOCCn1c(CN2CCC(Cc3ccccc3)CC2)nc2c1c(=O)n(C)c(=O)n2C
  0% | -2% | -3% | i | i | -1% | 12% | i | 4.0%[1.84 µM] | 14% | i
CCN(CC)CCCC1(CN)OCCc2ccccc21 (stereo unspecified)
  -5%[20.6 µM] | nt | nt | i | i | nt | nt | i | nt | nt | 2.8e-08M*
COCCNC(=O)Cn1cnc2c1c(=O)n(C)c(=O)n2C
  1% | 6%[11.4 µM] | 15%[11.4 µM] | nt | nt | -9%[11 µM] | 8%[11.4 µM] | nt | -2.4%[0.0738 µM] | 3%[9.17 µM] | nt
COc1ccc(CCn2nnnc2C(CC(C)C)N2CCN(c3ncccn3)CC2)cc1OC (stereo unspecified)
  -2% | -4% | 6% | i | i | 0% | 13% | i | 0.8% | -4% | ?
C[N+](C)(CCCCCC[N+](C)(C)CCCN1C(=O)c2ccccc2C1=O)CCCN1C(=O)c2ccccc2C1=O
  0% | -5% | -7%[25.6 µM] | nt | nt | -3% | 15% | nt | nt | -5% | nt
CC(=O)Nc1nc2n(n1)C(c1ccc(F)cc1)C=C(c1ccccc1)N2 (stereo unspecified)
  2% | 7% | ? | i | i | -8% | -3% | 1.4e-08M* | -4.1%[57.5 µM] | 4% | 9.3e-08M*

(next part)
Below each compound: Epigenetic mod | DNA Pol III inh | ALOX15 inhib | Rhodamine fluor | Texas Red fluor | Hsp90 Hop PPI | HADH2 inhib | Fluorescein autfl | HBB splice mod | Ub-GFP proteasome | 4MU fluor
COc1ccc(-c2cc(C(=O)N3CC4(C)CC3CC(C)(C)C4)no2)cc1 (stereo unspecified)
  -2% | 2% | 1% | i | i | 2% | -6% | i | -1.2% | -9% | ?
CCc1c(C(=O)Nc2ccc(S(=O)(=O)N3CCOCC3)cc2)csc1C
  0% | 1% | -16% | i | ? | -4% | 10% | ? | 1.6% | 6% | i
Clc1ccccc1-c1nnc2sc(-c3ccccn3)nn12
  -2% | 3% | 4% | i | i | 0% | 10% | ? | 0.7%[57.5 µM] | -1% | ?
CN(C)S(=O)(=O)c1ccc(-c2ccccc2)cc1
  2% | -1% | -5% | nt | nt | 11% | 6% | nt | 0.1% | -9% | nt
CC(=O)[C@H](CC(C)C)NC(=O)[C@@H](CC(C)C)NC(=O)[C@H](CC(C)C)NC(=O)OCc1ccccc1
  5% | -3% | -8%[25.6 µM] | nt | nt | 2% | 3% | nt | nt | 0.79µM* | nt
CC(=O)NC(CCS(C)(=O)=O)C(=O)N1CCc2ccccc21 (stereo unspecified)
  3% | -4% | -3% | i | i | ? | 2% | i | -0.8% | 8% | i
Cc1cc(N2CCN(C(=O)c3ccco3)CC2)nc(-c2ccccc2)n1
  1% | -1% | -6% | i | i | -1% | 0% | i | -0.1%[57.5 µM] | 1% | 1.1e-08M*
COC(=O)c1ccc(CSCC(=O)Nc2cc(OC)cc(OC)c2)o1
  1% | -4% | 2% | i | i | 2% | -5% | i | -0.4% | -4% | i
O=S(=O)(NCc1ccccn1)c1cccc2cccnc12
  nt | -8% | 9% | nt | nt | -17% | 0% | nt | -0.2% | -4% | nt
CCCC(=O)NCCc1cc2c(C)ccc(C)c2[nH]c1=O
  nt | 0% | 5% | nt | nt | -3% | -4% | nt | 0.9% | -10% | nt

Next part; the last 2 above are carried over.
Below each compound: Epigenetic mod | DNA Pol III inh | ALOX15 inhib | Rhodamine fluor | Texas Red fluor | Hsp90 Hop PPI | HADH2 inhib | Fluorescein autfl | HBB splice mod | Ub-GFP proteasome | 4MU fluor
O=S(=O)(NCc1ccccn1)c1cccc2cccnc12
  nt | -8% | 9% | nt | nt | -17% | 0% | nt | -0.2% | -4% | nt
CCCC(=O)NCCc1cc2c(C)ccc(C)c2[nH]c1=O
  nt | 0% | 5% | nt | nt | -3% | -4% | nt | 0.9% | -10% | nt
COc1ccc(-c2nc(C#N)c(NC(C)c3ccccc3)o2)cc1OC (stereo unspecified)
  2% | 3% | -14% | i | i | -18% | ? | ? | 2.7%[0.369 µM] | nt | ?
Cc1nnc(SCCn2c(N3CCC(Cc4ccccc4)CC3)nc3c2c(=O)[nH]c(=O)n3C)s1
  -1% | 7% | -5% | i | i | -5% | -3% | ? | 0.5% | -1% | i
CCOc1ccc(-n2c(=S)sc3c(=O)[nH]c(SCC(=O)NCc4ccco4)nc32)cc1
  -2% | -6% | -2% | i | i | -2% | ? | ? | 1.4%[0.369 µM] | nt | i
O=C(Nc1ccc2oc(-c3cccnc3)nc2c1)c1cccnc1
  1% | -2% | -2% | i | i | 2% | 6% | i | nt | -4% | ?
CS(=O)(=O)N1CCC2(CCN(C(=O)Nc3cccc(F)c3)CC2)CC1
  2%[9.22 µM] | -2% | 7% | i | i | -7% | 3% | i | -0.9% | -2% | i

Structures above that have an NH in an aromatic ring:
Below each compound: Epigenetic mod | DNA Pol III inh | ALOX15 inhib | Rhodamine fluor | Texas Red fluor | Hsp90 Hop PPI | HADH2 inhib | Fluorescein autfl | HBB splice mod | Ub-GFP proteasome | 4MU fluor
CCc1ccc2[nH]c(=O)c(CN(CCCN3CCOCC3)C(=O)Nc3ccc(Cl)cc3)cc2c1
  -2% | -2% | -7% | i | i | -2% | -9% | i | nt | -8% | i
CCCC(=O)NCCc1cc2c(C)ccc(C)c2[nH]c1=O
  nt | 0% | 5% | nt | nt | -3% | -4% | nt | 0.9% | -10% | nt
Cc1nnc(SCCn2c(N3CCC(Cc4ccccc4)CC3)nc3c2c(=O)[nH]c(=O)n3C)s1
  -1% | 7% | -5% | i | i | -5% | -3% | ? | 0.5% | -1% | i
CCOc1ccc(-n2c(=S)sc3c(=O)[nH]c(SCC(=O)NCc4ccco4)nc32)cc1
  -2% | -6% | -2% | i | i | -2% | ? | ? | 1.4%[0.369 µM] | nt | i

High-throughput results deposited in PubChem by National Center for Advancing Translational Sciences (NCATS).
